# Source: PubChem BioAssay (several laboratories)
# MITF act – MITF TRPM1 promoter activation in melanoma cells; SK-MEL-5 TRPM1-promoter luciferase, 24 h; % of positive control, neutral wells = 0; activation, % at 12.5 µM; hit rate 0.75% among 300,000; AID 588334;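 active = mean activation of at least 80% with every replicate also reaching 80%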;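 also: 0% = neutral control wells and 100% = parthenolide positive control wells; values of inactives mirror those of a sister screen read the other way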
# SUMO Mot1 rescue – inhibitors of SUMOylation pathway: yeast Mot1-301 growth rescue | S. cerevisiae Mot1-301 growth rescue, ATP luminescence, 38.5C; percent above DMSO median, 100 means doubled | growth rescue, % at 18.8 µM | hit rate 1% among 320,000 | AID 2716;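 active = every valid replicate shows activation above 250% relative to neutral control wells; inactive = the rest, any valid replicate at or below 250%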;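 also: OY570 slx delta 5 strain wells were the positive control but not used for scaling; some compounds called inactive have numbers as strong as hits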
# PKA-R1A act – PKA-R1A complex activation; P00514+P68181; PKA-R1A dissociation, Cy5-IP20 fluorescence polarization; scaled: DMSO 0%, 113 µM cGMP 100%; hit rate 0.083% among 340,000; activation, % at 11.4 µM;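 active = percent activation above the mean of all tested compounds plus 3 SD, cut at about 19% in these data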;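 also: higher means more PKAc released from R1A so a rise in polarization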
# PKA-R2B activ – PKA-R2B complex activation. hit rate 0.079% among 340,000. activation, % at 11.4 µM. PKA-R2B holoenzyme dissociation, Cy5-IP20 fluorescence polarization; R2B truncated from residue 108, S112A mutant; 0% DMSO only, 100% 113 µM cGMP;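 active = activation above a cutoff set at the mean over all compounds plus 3 SD, cut at about 18% in these data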;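 also: higher means more holoenzyme dissociation and a rise in polarization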
# Target sequence (P31323 whole entry, looked up, other chains not shown, the tested form may be a part): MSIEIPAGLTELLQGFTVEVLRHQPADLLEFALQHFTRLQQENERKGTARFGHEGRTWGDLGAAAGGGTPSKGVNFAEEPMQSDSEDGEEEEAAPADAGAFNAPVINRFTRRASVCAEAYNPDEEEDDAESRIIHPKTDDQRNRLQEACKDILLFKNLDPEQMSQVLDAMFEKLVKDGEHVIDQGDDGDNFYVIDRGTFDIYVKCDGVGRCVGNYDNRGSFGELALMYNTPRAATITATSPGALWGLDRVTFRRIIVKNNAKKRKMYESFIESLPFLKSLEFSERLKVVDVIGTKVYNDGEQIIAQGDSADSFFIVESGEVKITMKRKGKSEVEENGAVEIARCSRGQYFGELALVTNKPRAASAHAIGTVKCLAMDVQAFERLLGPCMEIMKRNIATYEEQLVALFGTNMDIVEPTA
# NSD2 inh – NSD2 (human) methyltransferase inhibition; hit rate 0.54% among 310,000; NSD2 peptide methylation, AlphaScreen, 120 min; inhibition, % at 12.5 µM; O96028; in the data active = inhibition above about 50%
# dFosB activator – activators of mouse delta FosB homodimer; AID 493131; hit rate 0.99% among 340,000; P13346; activation, % at 25 µM; purified delta FosB, TAMRA-CDK5 oligo fluorescence polarization; percent of positive-control signal above neutral wells;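 active = mean activation above about 17%, with every replicate also reaching it, limit read from the data, passing the limit was not always enough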;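 also: fluorescence polarization rise as delta FosB binds a TAMRA Cdk5 AP-1 oligo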
# SR-BI uptake up – enhances SR-BI lipid uptake from DiI-HDL. hit rate 0.096% among 320,000. activation, % at 12.5 µM. CHO ldlA[mSR-BI] cells, DiI-HDL uptake fluorescence, 3 h; 100 = double the neutral-control signal;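 active = mean replicate activation of at least 60% and every replicate at or above 60%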;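 also: 0% = median plate neutral-control signal and 100% = twice that signal; values of inactives mirror those of a sister screen read the other way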
#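 System: LDL receptor-deficient CHO ldlA cells overexpressing murine SR-BI | Timing: 3 h uptake period with compound, 37 °C | Medium: HEPES-buffered (25 mM, pH 7.4) F12 plus 0.5% BSA | Dosing: Single-point compound dose | Signal: Bottom-read fluorescence, 550/595 nm | Read-out: Retained DiI signal reflecting DiI-HDL uptake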
# DSG3 Ab inh – human desmoglein-3 autoantibody binding inhibition | hit rate 0.48% among 310,000 | binding (percent of control), % at 10 µM | DSG3-coupled beads, scFv-anti-DSG3-GFP binding, flow cytometry; hits give low values | P32926;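 active = binding more than 3 SD below its plate's average and above zero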;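 also: hits lower antibody fragment binding to DSG3; some compounds called inactive have numbers as strong as hits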
# SR-BI HDL uptake – blocks mouse SR-BI lipid uptake from DiI-HDL | ldlA[mSR-BI] CHO cells, DiI-HDL uptake fluorescence, 3 h | inhibition, % at 12.5 µM | hit rate 0.96% among 320,000 | Q61009;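 active = mean replicate inhibition of at least 70% and a set share of replicates each scoring 70 or more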;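 also: 0% = median of neutral control wells and 100% = median of positive control wells; values of inactives mirror those of a sister screen read the other way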
# Target sequence (Q61009 whole entry, looked up): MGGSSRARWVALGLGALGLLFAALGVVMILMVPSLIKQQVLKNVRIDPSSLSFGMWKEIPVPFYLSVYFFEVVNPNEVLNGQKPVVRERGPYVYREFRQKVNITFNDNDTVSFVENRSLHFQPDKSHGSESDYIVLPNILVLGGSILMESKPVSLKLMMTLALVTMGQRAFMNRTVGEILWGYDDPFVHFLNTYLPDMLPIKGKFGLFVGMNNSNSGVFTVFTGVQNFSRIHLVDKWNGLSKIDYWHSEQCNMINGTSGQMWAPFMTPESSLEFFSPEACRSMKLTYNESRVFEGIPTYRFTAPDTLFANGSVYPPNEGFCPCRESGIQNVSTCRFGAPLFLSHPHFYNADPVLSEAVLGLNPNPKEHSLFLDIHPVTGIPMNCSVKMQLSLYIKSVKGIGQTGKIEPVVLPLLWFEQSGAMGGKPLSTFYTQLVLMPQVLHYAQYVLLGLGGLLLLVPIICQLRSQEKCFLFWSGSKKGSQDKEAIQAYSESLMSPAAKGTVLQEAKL
# CDK5 p35 inh – inhibitors of human CDK5/p35 kinase | Q00535+Q15078 | Recombinant CDK5/p35, ADP-Glo luminescence, 60 min | inhibition, % at 10 µM | hit rate 0.01% among 330,000 | AID 488839;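 active = highest replicate inhibition of at least 50% and at least 75% of replicates reaching 50%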;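 also: plate controls were DMSO neutral control for no effect and GW8510 at 10 µM for full effect; many of its hits are not listed in these tables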
# Arr AP2 block – inhibitors of human beta-arrestin and AP2 interaction. FITC-arrestin peptide / GST-AP2 beads, flow cytometry; AP2 beta2 appendage carries R879A mutation. inhibition, % at 10 µM. hit rate 0.31% among 340,000. AID 504490;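 active = inhibition above a set limit, near 3 SD of compounds lacking own fluorescence, cut at about 54% in these data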;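 also: plate controls were DMSO wells for no effect and 5 µM unlabelled arrestin peptide for full effect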
#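 System: GST-tagged AP2 beta2-adaptin appendage (R879A) on 4 µm glutathione beads / Reagent: FITC-arrestin peptide, 50 nM / Detection: HyperCyt-sampled flow cytometry, FL1 channel, ex 488/em 535 nm / Timing: 12 min plus 1 h, RT / Buffer or medium: PBS plus Tween 20 (0.05%) and BSA (0.1%)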
# * marks the source's active call; other numbers are inactive results; . = not tested or not shown.
SMILES,MITF act,SUMO Mot1 rescue,PKA-R1A act,PKA-R2B activ,NSD2 inh,dFosB activator,SR-BI uptake up,DSG3 Ab inh,SR-BI HDL uptake,CDK5 p35 inh,Arr AP2 block
N#CCc1ccc(NC(=O)Cn2c(=O)oc3ccccc32)cc1,0,-14,2,8,1,-3,-5,102,5,0.0,37
COc1ccc(Cl)cc1NC(=O)CN(C(=O)c1ccco1)C1CCCCC1,-4,-6,-7,-4,.,-4,0,.,0,-0.6,2
Cc1ccccc1CSCC(=O)NNC(=S)NCC1CCCO1 (configuration not stated),-5,12,-1,2,0,-3,14,108,-14,0.5,-7
O=S1(=O)CCOC[C@H](Cc2ccccc2)N1Cc1ccccc1Br,15,.,1,-4,.,15,16,102,-16,-0.3,34
O=C(NCc1ccccc1F)C(c1ccccc1)c1ccccc1,3,1,1,-7,-4,0,-21,98,21,0.1,-8
COC(=O)CN1C(=O)C2(C(C#N)=C(N)Oc3cc(C)oc(=O)c32)c2ccccc21 (configuration not stated),2,-3,-10,0,0,2,-9,101,9,2.9,22
CC(CNC(=O)CCS(=O)(=O)c1cc2c(cc1Cl)NC(=O)CO2)c1ccccc1 (configuration not stated),-7,-3,5,-2,.,-5,-13,105,13,0.3,14
CC(OC(=O)CC1Sc2ccccc2NC1=O)C(=O)N(C)Cc1ccccc1 (configuration not stated),-1,.,-6,-10,0,-7,-11,53,11,-1.7,-4
Clc1nc2c(ccc3ccccc32)[nH]1,.,-3,.,.,-2,2,3,96,-3,1.3,42
O=C1c2ccccc2C(=O)N1CCCC(=O)N1CCCc2ccccc21,-4,13,-3,-4,0,-1,5,.,-5,1.4,1
CCOC(=O)c1cc(=O)c2ccc(OCc3ccccc3)cc2o1,13,-18,-12,-10,27,-2,-5,.,5,-1.0,1
O=C(NCc1ccc(Cl)cc1)c1cccc(S(=O)(=O)N2CCCC2)c1,-11,-5,-9,8,-3,-6,-21,95,21,0.9,3
COc1cc(/C=C/C(=O)Nc2nc3ccc(S(=O)(=O)NC(C)C)cc3s2)cc(OC)c1OC,12,.,0,-6,-1,15,-25,104,25,-1.9,9
O=C(CCC(=O)c1cccs1)OCC(=O)c1ccc(F)cc1,1,-8,-5,-11,-1,-8,12,120,-12,-1.1,0
COc1cccc(NC(=O)c2nnn(Cc3ccc(Br)cc3F)c2N)c1,22,0,-6,6,.,3,3,106,-3,0.2,3
CC(C)CNc1oc(-c2ccco2)nc1C#N,.,-19,1,-2,-1,-8,-14,.,14,-1.2,1
COc1ccccc1C1C(C(C)=O)=C(C)N=c2s/c(=C\c3cc(OC)c(OC)c(OC)c3)c(=O)n21 (configuration not stated),.,-7,0,-8,.,-6,3,86,-3,-0.7,-4
CCCN(CCC)CCNC(=O)c1cc2c(C)nc3ccccc3c2o1,6,-6,2,1,20,-17,4,104,-4,-0.3,2
Cc1ccc2cn[nH]c2c1[N+](=O)[O-],-4,365,-9,6,-1,1,12,94,-12,1.7,-7
CCc1noc(C)c1C(=O)Nc1cc(Cl)ccc1N1CCCC1,-5,-12,-6,-2,-1,-4,-38,.,38,-0.3,-2

# Retrieved by structure from the entries so far, 2 records:
SMILES,MITF act,SUMO Mot1 rescue,PKA-R1A act,PKA-R2B activ,NSD2 inh,dFosB activator,SR-BI uptake up,DSG3 Ab inh,SR-BI HDL uptake,CDK5 p35 inh,Arr AP2 block
Cc1ccccc1CSCC(=O)NNC(=S)NCC1CCCO1 (configuration not stated),-5,12,-1,2,0,-3,14,108,-14,0.5,-7
CC(C)CNc1oc(-c2ccco2)nc1C#N,.,-19,1,-2,-1,-8,-14,.,14,-1.2,1

# The results go on:
SMILES,MITF act,SUMO Mot1 rescue,PKA-R1A act,PKA-R2B activ,NSD2 inh,dFosB activator,SR-BI uptake up,DSG3 Ab inh,SR-BI HDL uptake,CDK5 p35 inh,Arr AP2 block
COCCNc1nc(-c2ccccc2)nc2c1oc1ccccc12,2,5,-1,-3,0,-27,-19,103,19,-1.6,31
Cn1c(CSc2nnc(SCc3ccccc3)s2)nc2ccccc21,.,17,-3,3,-1,-11,-9,99,9,0.3,1
COc1ccc(-c2nc3ccc(N4CCCC4)cc3c(=O)[nH]2)cc1OC,0,-1,-14,-2,6,-3,-28,.,28,1.1,42
CCS(=O)(=O)N1Cc2ccccc2CC1C(=O)N1CCN(c2cccc(C)c2C)CC1 (configuration not stated),-12,16,-1,-5,-1,3,-48,96,48,-0.7,-3
NC(=O)CSc1ccc(-c2ccc(F)cc2)nn1,2,4,7,12,-1,-8,21,100,-21,0.4,31
COc1cccc(C(=O)COC(=O)CCC(=O)NC2CCCCC2)c1,-18,23,-5,-4,0,-5,16,97,-16,0.8,-5
O=C(O)C1CC=C(Cl)CC1C(=O)NC1CCCCC1 (configuration not stated),-1,21,8,2,-2,4,14,.,-14,1.9,28
Cc1ccc(S[C@@H](CCN2CC[C@H](O)CCC2=O)c2ccccc2)cc1,-8,-1,-7,-8,.,4,17,104,-17,1.0,9
CCN1CN(Cc2ccco2)CNC1=S,-3,6,-4,5,-3,-5,10,134,-10,1.8,-6
O=C(O)Cc1sc(Nc2ccccc2)nc1-c1cccs1,20,415*,-5,-4,9,-6,-17,107,17,-0.9,-8
O=C(CCn1cccc1)Nc1ccc(OC(F)(F)F)cc1,17,21,-11,-1,3,3,3,99,-3,-2.4,-25
CCN1/C(=C/C(=O)c2ccco2)Sc2ccccc21,-17,3,-4,2,-12,-9,-37,101,37,0.0,3
COc1cccc(CNC(=O)CCC2CCCN(C(=O)c3cc(C)on3)C2)c1 (configuration not stated),9,4,-1,-10,2,-2,.,96,.,-2.1,-6
COC(=O)C1=C(C(=O)OC)SC2(S1)C(C(=O)OC)=C(C(=O)OC)SC1=C2c2cccc(C)c2NC1(C)C,3,14,8,2,-2,-6,6,101,-6,-2.3,2
CC1O[C@@H](O[C@H](C)CC[C@@H](C)O[C@H]2OC(C)[C@@H](O)C[C@H]2O)C(O)C[C@H]1O (some centres not stated),1,-5,11,-10,.,-1,-45,101,45,0.7,-1
CN(Cc1ccon1)C(=O)CC1C(=O)NCCN1CC1CCCCC1 (configuration not stated),-4,8,-1,-2,-1,-1,29,115,-29,3.1,23
Cc1ccccc1OCC(=O)NNC(=O)Cc1ccc(S(=O)(=O)N2CCOCC2)s1,1,43,-2,0,3,-6,18,102,-18,3.5,-1
CCCCNC(=O)CSc1nc2cc3c(cc2c(=O)n1CCCN(CC)CC)OCO3,.,0,-12,-4,20,-6,17,.,-17,-2.9,2
O=C(CSc1ncnc2sccc12)NC1CCS(=O)(=O)C1 (configuration not stated),-6,-8,-5,-4,0,-2,-3,132,3,1.2,9
CCCC1S/C(=N/N=C/c2ccco2)NC1=O (configuration not stated),3,-3,-6,1,-3,0,34,95,-34,-1.1,6
Cc1ccc(NC(=O)C(C)OC(=O)Cn2[nH]c(=O)c3ccccc3c2=O)cc1 (configuration not stated),5,8,-9,-4,-1,-11,-3,102,3,-0.8,-14
O=c1cc[nH]c2ccc([N+](=O)[O-])cc12,5,-14,4,-2,-4,-1,-10,103,10,-0.7,4
CN(C)CCCN(C(=O)c1ccc(S(=O)(=O)N2CCc3ccccc3C2)cc1)c1nc2c(F)cccc2s1,-10,-8,-7,-8,4,-1,5,119,-5,-0.2,0
COc1ccc(N2CCN(C(=O)c3oc4ccccc4c3NC(=O)Cc3ccc(OC)c(OC)c3)CC2)cc1,11,11,-8,-5,28,-6,-31,95,31,-0.6,-5
CC1Sc2ccc(C(=O)Nc3ncccc3O)cc2NC1=O (configuration not stated),38,-8,-6,1,0,-2,-12,96,12,-4.0,6
COc1cccc2cc(C(=O)OC(C)C(=O)c3ccc(C)cc3)c(=O)oc12 (configuration not stated),-5,246,-5,-1,2,4,3,113,-3,-1.4,-4
CCCN1CCC(=O)N([C@H](CSc2ccc(C)cc2)c2ccccc2)CC1,31,-15,18,-5,.,3,30,107,-30,0.1,10
Cc1[nH]c(=O)c(C#N)c(C)c1Br,-3,-7,-1,-4,3,-2,30,102,-30,-1.3,31
COc1cc(C)c(S(=O)(=O)NCc2ccc3c(c2)OCO3)cc1C,-6,1,-3,-6,.,1,2,98,-2,-0.4,-6
CCn1cc(C(=O)OCC(=O)Nc2ccc(S(=O)(=O)N3CCCC3)cc2)c(=O)c2ccc(C)nc21,-13,30,-2,4,-13,3,-25,.,25,0.8,3
Nc1nc(SCc2ccc(Br)cc2)n[nH]1,13,27,-2,8,-2,5,2,108,-2,0.2,-3

# By substructure, the compounds so far containing four or more nitrogen atoms.
SMILES,MITF act,SUMO Mot1 rescue,PKA-R1A act,PKA-R2B activ,NSD2 inh,dFosB activator,SR-BI uptake up,DSG3 Ab inh,SR-BI HDL uptake,CDK5 p35 inh,Arr AP2 block
COc1cccc(NC(=O)c2nnn(Cc3ccc(Br)cc3F)c2N)c1,22,0,-6,6,.,3,3,106,-3,0.2,3
Cn1c(CSc2nnc(SCc3ccccc3)s2)nc2ccccc21,.,17,-3,3,-1,-11,-9,99,9,0.3,1
CN(Cc1ccon1)C(=O)CC1C(=O)NCCN1CC1CCCCC1 (configuration not stated),-4,8,-1,-2,-1,-1,29,115,-29,3.1,23
CCCCNC(=O)CSc1nc2cc3c(cc2c(=O)n1CCCN(CC)CC)OCO3,.,0,-12,-4,20,-6,17,.,-17,-2.9,2
CN(C)CCCN(C(=O)c1ccc(S(=O)(=O)N2CCc3ccccc3C2)cc1)c1nc2c(F)cccc2s1,-10,-8,-7,-8,4,-1,5,119,-5,-0.2,0
CCn1cc(C(=O)OCC(=O)Nc2ccc(S(=O)(=O)N3CCCC3)cc2)c(=O)c2ccc(C)nc21,-13,30,-2,4,-13,3,-25,.,25,0.8,3
Nc1nc(SCc2ccc(Br)cc2)n[nH]1,13,27,-2,8,-2,5,2,108,-2,0.2,-3

# Outcome played no part in choosing rows, and some 4.7% of all compounds hit somewhere here.
